# TMEM16A inh: blocks the mouse calcium-activated chloride channel TMEM16A; Q8BHY3; HEK293 TMEM16A/YFP iodide influx fluorescence, ionomycin; normalized B-score (activity score, 25-100; higher = stronger inhibition) at 10 µM; actives 1.2% (n = 310,000);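 active = ratio plate-corrected score three or more library SD toward inhibition, starting fluorescence score within five deviations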;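 note: score derived from kinetic fluorescence span divided by baseline fluorescence per well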
# hERG rescue: shields human hERG channel from block by proarrhythmic agents; actives 0.51% (n = 310,000); activation (rescue from dofetilide block), less the hit threshold, % at 10 µM; AID 1511; CHO-hERG, FluxOR thallium flux, dofetilide IC70 present;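 active = activation above the mean of controls blocked by dofetilide plus 5 SD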;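 note: thallium influx through hERG after potassium depolarization seen as dye fluorescence rise; in these data hits start at about 4.7%; inactives centre near -7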
# KCNQ1 inh: blocks the human KCNQ1 potassium channel; P51787; CHO-K1 KCNQ1, FluxOR thallium flux fluorescence; stronger effect = higher value; B-score at 10 µM; actives 1.3% (n = 310,000); AID 2642;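 active = compounds whose thallium flux B-score, printed positive for inhibition, exceeds three library SD while starting fluorescence stays within three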;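 note: channel opened by potassium depolarization with thallium stimulus after 20 min compound exposure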
# KCNQ1 pot: potentiators or activators of human KCNQ1 potassium channel; P51787; CHO-K1 KCNQ1, thallium flux FluxOR fluorescence; stronger effect = higher value; actives 0.35% (n = 310,000); B-score at 10 µM;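 active = fluorescence ratio B-score, a plate-corrected score, at least three library SD, with initial intensity B-score within 5 SD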
#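 Assay system: stable KCNQ1 CHO-K1 line; medium: assay buffer, equal DMSO in all wells; timing: 90 min dye loading and 20 min compound exposure, both at room temperature; technique: kinetic FluxOR thallium fluorescence, 10-s 1-Hz baseline, 110-s post-stimulus read; read-out basis: B score of baseline-normalized fluorescence ratio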
# TRPC4 potent: allosteric potentiators of mouse TRPC4 channel. Q9QUQ5. HEK293 TRPC4beta/mu-opioid, DAMGO EC20, Fluo-4 Ca2+ flux; stronger effect = higher value. B-score at 10 µM. actives 0.42% (n = 310,000). AID 2227;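 active = B-score of calcium response area above 5 SD of library B-scores, with initial fluorescence ratio within 5 SD of library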;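 note: B-score of integrated fluorescence ratio over time as area under calcium response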
# Target sequence (Q9QUQ5 whole entry, looked up): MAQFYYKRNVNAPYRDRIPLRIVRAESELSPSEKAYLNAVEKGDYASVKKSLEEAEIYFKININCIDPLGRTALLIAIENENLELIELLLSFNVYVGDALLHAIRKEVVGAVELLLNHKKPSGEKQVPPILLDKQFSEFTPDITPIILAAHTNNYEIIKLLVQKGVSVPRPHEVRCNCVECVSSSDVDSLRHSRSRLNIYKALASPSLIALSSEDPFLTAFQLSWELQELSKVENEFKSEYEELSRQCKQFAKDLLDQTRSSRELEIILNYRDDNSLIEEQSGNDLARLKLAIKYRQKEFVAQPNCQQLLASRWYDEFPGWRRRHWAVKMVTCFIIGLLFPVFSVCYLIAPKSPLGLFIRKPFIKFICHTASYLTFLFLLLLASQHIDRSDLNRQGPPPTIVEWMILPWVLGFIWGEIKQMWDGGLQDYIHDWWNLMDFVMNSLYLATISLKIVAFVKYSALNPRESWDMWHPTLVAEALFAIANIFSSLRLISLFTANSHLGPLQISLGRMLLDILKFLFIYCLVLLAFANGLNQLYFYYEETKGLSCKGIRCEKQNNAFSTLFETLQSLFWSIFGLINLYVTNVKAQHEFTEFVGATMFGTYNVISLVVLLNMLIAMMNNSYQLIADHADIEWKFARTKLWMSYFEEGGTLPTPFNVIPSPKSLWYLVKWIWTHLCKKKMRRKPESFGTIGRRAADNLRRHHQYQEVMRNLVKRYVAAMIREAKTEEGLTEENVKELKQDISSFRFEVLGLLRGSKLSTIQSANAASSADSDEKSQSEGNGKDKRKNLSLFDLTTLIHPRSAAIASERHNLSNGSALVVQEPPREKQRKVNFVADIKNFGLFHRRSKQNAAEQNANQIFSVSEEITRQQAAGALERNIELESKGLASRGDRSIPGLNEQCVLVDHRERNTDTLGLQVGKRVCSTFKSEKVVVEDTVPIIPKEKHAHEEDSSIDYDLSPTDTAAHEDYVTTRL
# KCNK9 block: human KCNK9 channel inhibition; Q9NPC2; HEK293 KCNK9, FluxOR thallium flux fluorescence; stronger effect = lower value; B-score at 10 µM; actives 1.2% (n = 310,000); AID 488922;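 active = ratio B-score over 3 SD below the library mean, with starting fluorescence within 5 SD of its mean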;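 note: negative B-score means less thallium flux so channel inhibition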
# Dyrk1A ADPGlo: blocks rat Dyrk1A kinase activity. inhibition, % at 12.5 µM. actives 0.43% (n = 310,000). Q63470. ADP-Glo luminescence, NFATc1 peptide; in the data active = inhibition above about 50%;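 note: plate controls were vehicle with enzyme for no effect and no enzyme for full effect; many of its hits are not listed in these tables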
# HDAC3 inh: human HDAC3 inhibition. actives 0.15% (n = 320,000). inhibition, % at 8.3 µM. AID 2718. recombinant HDAC3, fluorogenic peptide/trypsin coupled, fluorescence; in the data active = inhibition above about 26%, passing the limit was not always enough; inconclusive = no clear call, values can overlap the other calls
# KCNK3 block: human KCNK3 channel inhibition, primary screen. O14649. CHO-KCNK3 thallium flux, FluxOR fluorescence; stronger effect = lower value. B-score at 10 µM. actives 0.84% (n = 340,000). AID 602410;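 active = B-score under library mean minus 4 SD, starting fluorescence ratio at most library mean plus 5 SD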;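 note: more negative B-score means stronger inhibition of thallium flux through KCNK3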
# TRPC4 act: activators of mouse TRPC4 channel; Q9QUQ5; HEK293 TRPC4beta/mu-opioid, Fluo4 calcium fluorescence; stronger effect = higher value; B-score at 10 µM; actives 0.49% (n = 310,000); AID 2237;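 active = B-score above 5 SD of library B-scores, and initial fluorescence ratio not above library mean plus 5 SD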;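 note: positive B-score marks a calcium rise read as TRPC4 activation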
#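 System – HEK293 cells stably co-expressing mouse TRPC4beta and mu-opioid receptor · Signal – Fluo4 calcium-sensitive dye fluorescence, kinetic, 1 Hz baseline · Benchmarks – buffer (low) and maximal DAMGO (high) · Read-out – B score of integrated fluorescence ratio per well · Incubation – dye loading 45 min room temperature, 110 s kinetic read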
# TMEM16A act: mouse TMEM16A channel activation, primary screen; HEK293 TMEM16A/YFP-H148Q/I152L, iodide quench fluorescence; stronger effect = lower value; actives 0.3% (n = 340,000); B-score at 10 µM; Q8BHY3; AID 623877;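 active = fluorescence-ratio B-score plate-corrected deviation score at least 3 library SD below zero, with starting fluorescence score within 5 deviations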;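 note: channel opened by trigger with iodide after compound preincubation; score built on the fluorescence ratio of max minus min over baseline; more negative score means more quench and so TMEM16A activation or potentiation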
# * = called active by the depositor; i = inactive; ? = inconclusive; nt = no result given. A portion of the library; the hit share may differ from the screen's.
SMILES,TMEM16A inh,hERG rescue,KCNQ1 inh,KCNQ1 pot,TRPC4 potent,KCNK9 block,Dyrk1A ADPGlo,HDAC3 inh,KCNK3 block,TRPC4 act,TMEM16A act
Nc1nonc1-n1nnc(C(=O)N/N=C/c2ccc(F)cc2)c1-c1ccc2c(c1)OCO2,i,-3,i,i,i,i,-4,-2,i,i,i
COc1ccc(-c2csc(-c3ccc(C(=O)O)cc3)n2)cc1,i,-12,i,i,i,i,16,2,i,i,i
Cc1cc(C(=O)OCC(=O)Nc2ccc(S(N)(=O)=O)cc2)c2ccccc2n1,i,-2,i,i,i,i,nt,11,i,i,i
CCc1nc2ccccc2c(C(=O)OCC(=O)NC(=O)c2cccn2C)c1C,i,-14,i,i,i,i,16,0,i,i,i
COc1ccc(NC(=O)C(Cc2ccccc2)n2cccc2)cc1OC (configuration not stated),i,-7,i,i,i,i,6,-1,i,i,i
O=C(CNC(=O)c1ccccc1Cl)OCC(=O)N1CCc2ccccc21,i,-2,i,i,i,i,nt,-3,i,i,i
COc1ccc(NC(=O)CCSCCc2ccccn2)cc1OC,i,-9,i,i,i,i,-3,1,i,i,i
Cn1cnnc1SCC(=O)Nc1ccc2nc(SCc3ccccc3Cl)sc2c1,i,-12,i,i,i,i,21,-4,i,i,i
CCOC(=O)C1CSC(CC(=O)Nc2ccc(Cl)cc2)C(=O)N1 (configuration not stated),i,-6,i,i,i,i,nt,-2,i,i,i
Cc1ccc(S(=O)(=O)NCCCNC(=O)c2ccccc2)cc1,i,-10,i,i,i,i,-3,-6,i,i,i

# Some of these compounds in order of formula weight, smallest number first:
SMILES,TMEM16A inh,hERG rescue,KCNQ1 inh,KCNQ1 pot,TRPC4 potent,KCNK9 block,Dyrk1A ADPGlo,HDAC3 inh,KCNK3 block,TRPC4 act,TMEM16A act
Cc1ccc(S(=O)(=O)NCCCNC(=O)c2ccccc2)cc1,i,-10,i,i,i,i,-3,-6,i,i,i
CCc1nc2ccccc2c(C(=O)OCC(=O)NC(=O)c2cccn2C)c1C,i,-14,i,i,i,i,16,0,i,i,i
Nc1nonc1-n1nnc(C(=O)N/N=C/c2ccc(F)cc2)c1-c1ccc2c(c1)OCO2,i,-3,i,i,i,i,-4,-2,i,i,i
Cn1cnnc1SCC(=O)Nc1ccc2nc(SCc3ccccc3Cl)sc2c1,i,-12,i,i,i,i,21,-4,i,i,i

# Other records follow.
SMILES,TMEM16A inh,hERG rescue,KCNQ1 inh,KCNQ1 pot,TRPC4 potent,KCNK9 block,Dyrk1A ADPGlo,HDAC3 inh,KCNK3 block,TRPC4 act,TMEM16A act
COc1cc(C(N)=O)cc(Br)c1OC,i,-2,i,i,i,i,-5,2,i,i,i
CCSc1nc2ccccc2n1C(=O)c1ccc(S(=O)(=O)N2CCCCC2)cc1,i,-7,i,i,i,i,-2,3,i,i,i
CNC(=S)N(Cc1ccc(Cl)cc1)Cc1cccs1,i,-6,i,i,i,i,nt,-11,i,i,i
COc1ccc(N2C(=O)C3CCCN3C2c2ccc(F)cc2)cc1Cl (configuration not stated),i,-17,i,i,i,i,0,3,i,i,i
CCOC(=O)N1CCN(S(=O)(=O)N2CCCC(C(=O)NCc3ccc(OC)cc3)C2)CC1 (configuration not stated),i,-8,i,i,i,i,7,-2,i,i,i
COc1ccc(Cl)cc1C(=O)Nc1ccccc1N1CCN(C)CC1,i,-23,i,i,i,i,-2,-1,i,126*,i
Cc1ccccc1/C=N/n1c(COc2ccccc2)n[nH]c1=S,i,-3,i,i,i,i,1,-1,i,i,nt
CCOC(=O)NC(=O)C(=CNc1ccccc1OC)C(=O)NC(=O)OCC,i,-10,i,i,i,i,1,?,i,i,i
COc1ccccc1OCC(=O)OCn1c(SC)nnc(C)c1=O,i,-8,i,i,i,i,-5,6,i,i,i
CCCCn1c(=O)[nH]c(=O)c2c1nc(-c1ccc(OC(F)F)c(OC)c1)n2C,i,-10,i,i,i,i,-2,-2,i,i,i
Cc1ccc(C(=O)N/N=C/c2ccc(-c3ccc(Br)cc3[N+](=O)[O-])o2)o1,i,-19,7*,i,i,i,11,-2,i,i,i
Cc1ccc(Cn2c(=N)c(S(=O)(=O)c3ccc(Br)cc3)cc3c(=O)n4ccccc4nc32)cc1,i,-11,i,i,i,i,-7,-2,i,i,i
Cn1cccc1Cc1nnc(SCC(=O)Nc2cccc(F)c2)n1CCc1ccccc1,i,-16,i,i,i,i,5,0,i,i,i
CC1Cc2ccccc2C(=O)N1 (configuration not stated),i,-7,i,i,i,i,4,?,i,i,i
CNC(=S)N1N=C(c2ccc(OC)cc2)CC1c1ccc(N(C)C)cc1 (configuration not stated),i,-4,i,i,i,i,-1,1,i,i,i
COc1ccc(S(=O)(=O)N(C)CC(=O)N2CCC(C(N)=O)CC2)cc1,i,-4,i,i,i,i,-5,0,i,i,i
Cc1cnc(C(=O)Nc2cc(S(=O)(=O)N3CCOCC3)ccc2N2CCN(C)CC2)cn1,i,-10,i,i,11*,i,6,1,i,i,i
CC(=O)Nc1nc(SCC(=O)NCc2ccc(F)cc2)[nH]c(=O)c1NC(=O)c1cccs1,i,0,i,i,i,i,24,-3,i,i,i
O=C(O)Cc1csc(-c2cccc(F)c2)n1,i,-6,i,i,i,i,4,-1,i,i,i
CCOC(=O)c1c(C)n(C)c2ccc(OC(=O)c3ccoc3)cc12,i,-5,i,i,i,i,0,5,i,i,i
Cc1c(Cl)cccc1NC(=S)N(CCN(C)C)C(C)c1ccco1 (configuration not stated),i,-7,i,i,i,i,13,3,i,i,i
COc1ccccc1N/C(=N/S(=O)(=O)c1ccc(C)cc1)c1ccc(Cl)cc1,i,3,i,i,i,i,-7,8,i,i,i
Cc1ccc(-n2ncc3c2CCCC3NC(=O)c2ocnc2C)cc1C (configuration not stated),i,-9,i,i,i,i,1,4,i,i,i
NC(=O)c1cccc(N=Cc2cc(Cl)cc(Cl)c2O)c1,nt,6.5*,i,10*,i,i,-3,nt,i,i,i
COc1ccc(OCC(=O)N/N=C(\C)c2cccs2)cc1,i,-7,i,i,i,i,-10,2,i,i,i
CC(C)C(NC(=O)CNC(=O)OC(C)(C)C)C(=O)NCc1ccc(Cl)cc1 (configuration not stated),i,-9,i,i,i,i,-2,6,i,i,i
Cc1nnc(SCCCCSc2nnc(C)c(=O)[nH]2)[nH]c1=O,i,-2,i,i,i,i,-2,14,i,i,i
CCOC(=O)Nc1cc(C)ccc1OC,i,-7,i,i,i,i,1,7,i,i,i
CC1CCN(C(=S)c2cn(Cc3cccc(F)c3)c3ccccc23)CC1,i,-3,i,i,i,i,-1,nt,i,i,i
CSc1nnc(CCNS(=O)(=O)c2ccc(Br)cc2)n1C,i,-4,i,i,i,i,-10,-2,i,i,i
Nc1cc(N2CCCCCC2)c2nonc2c1[N+](=O)[O-],i,-8,i,i,i,i,-6,3,i,i,i
COCc1nc2ccccc2n1Cc1ccccc1Br,i,-11,i,i,i,i,-1,-9,i,i,i
O=C(CNC(=O)c1ccco1)NCC(=O)OCc1ccc(Cl)cc1,i,-4,i,i,i,i,2,-7,i,i,i
O=C(O)CCSc1nnnn1-c1ccccc1,i,-8,i,i,i,i,-5,-2,i,i,i
O=C(Nc1ccc(OC(F)(F)F)cc1)c1cnc2n(c1=O)CCS2,i,-9,i,i,i,i,4,2,i,i,i
COc1ccc(N=C2S/C(=C\c3ccc(C)s3)C(=O)N2CC(C)C)cc1,i,-2,i,i,i,i,-11,4,i,i,i
OC[C@H]1OC(O)[C@H](O)[C@@H](O)[C@H]1O (some centres not stated),i,-7,i,i,i,i,0,0,i,i,i
COc1cc(S(=O)(=O)Nc2ncccc2C)c(OC)cc1Cl,i,-2,i,i,i,i,0,2,i,i,i
S=C(NCCc1ccccc1)Nc1c(Cl)cccc1Cl,i,-9,i,i,i,i,-3,-2,i,i,i
N#Cc1c(NC(=O)c2cc(C3CC3)on2)sc2c1CCC2,i,-2,i,i,i,i,8,-2,i,i,i
COc1ccc(N2CCN(CC(=O)Nc3cccc(S(=O)(=O)N4CCOCC4)c3)CC2)cc1,i,-2,i,i,i,i,-5,-3,i,i,i
CCN(CCCNC(=O)CCc1nc(-c2ccc(C)cc2)no1)c1cccc(C)c1,i,-6,i,i,i,i,6,16,i,i,i
Cc1cc(NC(=O)CCC(=O)N(c2ccc(F)cc2)C(C(=O)NC2CCCC2)c2ccc(C)o2)no1 (configuration not stated),i,-7,i,i,i,i,3,3,i,i,i
S=C(NCc1ccccc1)NC1CCCc2ccccc21 (configuration not stated),i,-12,8*,i,i,i,7,1,-13*,i,i
O=C1CC(SCc2nc3ccccc3[nH]2)C(=O)N1c1cccc(F)c1 (configuration not stated),i,1,i,i,i,i,2,2,i,i,i
c1ccc2c3c([nH]c2c1)CCNC3,i,-6,i,i,24*,i,2,-10,i,i,i
COc1cc(S(=O)(=O)Nc2cccnc2)ccc1F,i,-6,i,i,i,i,-8,0,i,i,i
COc1ccc(N(CC(=O)NC2CCCCC2)C(=O)CCC(=O)Nc2nc(C)cs2)cc1OC,i,2,i,i,i,i,-4,-6,i,i,i
Cc1ccc(Nc2c(-c3ccc(C)o3)nc3ncccn23)cc1,i,-9,i,i,i,i,-7,5,i,i,i
O=C(C1CCCCC1)N1CCN(c2ccccc2F)CC1,i,-16,i,i,i,i,-5,-2,i,i,i
CCOc1nc(N2CCCCC2)nc(-n2cc(-c3ccccc3)nn2)n1,i,-5,i,i,i,i,7,2,i,i,i
Cc1ccc2c(CN3CCCCC3)cc(=O)oc2c1C,i,-4,i,i,i,i,24,1,i,i,i
CC(=O)N1CCc2cc(S(=O)(=O)NCC(=O)NCc3ccccc3Cl)ccc21,i,-11,i,i,i,i,-2,3,i,i,i

# High-throughput results as filed in PubChem BioAssay.
